# Screening data as filed in PubChem BioAssay.
# FN deposition inh: fibronectin deposition inhibition | AH1F fibroblasts, Alexa488-fibronectin deposition fluorescence, overnight | inhibition, % at 12.6 µM | 0.086% of 350,000 active;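 active means mean inhibition across replicates of 30% or more, regardless of how many single replicates reach that level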;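 further: positive control wells lacked labelled fibronectin entirely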
#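 Material – AH1F fibroblast monolayer, labelled fibronectin deposition · Reagent – labelled fibronectin 24 nM · Timing – 1 h adhesion, overnight exposure · Measured by – fluorescence at 485 nm excitation, 525 nm emission · Read-out – inhibition of fibronectin deposition signal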
# Statin myotox sup: protects C2C12 myotubes from simvastatin toxicity; ATP luminescence, 48 h; scaled: DMSO 0, geranylgeraniol control 100; rescue of ATP level, % at 7.49 µM; 0.78% of 330,000 active;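 active means mean ATP rescue above about 67%, or every replicate alone reaching that limit, limit read from the data, passing the limit was not always enough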;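 further: myotubes were challenged with 10 µM simvastatin during compound exposure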
# PGC1a acetyl inh: modulators of PGC1a acetylation; U2OS PGC1a acetylation, AlphaScreen anti-acetyl-lysine; with virally co-expressed GCN5 acetyltransferase; 0.17% of 350,000 active; inhibition, % at 15.6 µM;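 active means every replicate shows inhibition of at least 40%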;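 further: 0% = neutral control wells and 100% = positive control wells; some results beyond the cut were filed as inactive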
# miR122 inh: miR-122 inhibition in Huh7 cells; activation (reporter increase), % at 12.5 µM; Huh7 miR-122 Renilla luciferase sensor, 48 h; neutral wells = 0, positive control = 100; AID 602342; 0.3% of 340,000 active;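 active means mean replicate activation score at least 90 and every replicate individually at or above 90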;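 further: higher luciferase means less miR-122 activity so hits act as miR-122 inhibitors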
# Cneo AK release: Cryptococcus neoformans lysis via adenylate kinase release; C. neoformans lysis, adenylate kinase release luminescence, 4 h; normalised: neutral wells 0, clomiphene wells 100; lysis activity, % at 15 µM; 0.2% of 360,000 active;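 active means mean lysis activity across replicates of at least 80%, whatever share of replicates individually reach that level; inactive means mean lysis activity below 80%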
#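 Assay system: C. neoformans cells. Amount: yeast cell density of 5 × 10^6 cells/mL. Technique: AK luminescence. Buffer or medium: YPD. Times: static 4 h at 37 °C with compound, 1 h detection. Dosing: single-point compound dose. Read-out: lysis from increased AK signal.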
# PglD inh: PglD (C. jejuni) enzyme inhibition. purified PglD enzyme, DTNB colorimetric CoA detection. inhibition, % at 12.5 µM. 0.098% of 360,000 active; in the data active means inhibition above about 16%, passing the limit was not always enough; further: strong numbers were not always called active
# F508del corr: correctors of CFTR F508del function in bronchial epithelial cells; CFBE cells, YFP halide quenching; stimulated with forskolin plus potentiator P3; % fluorescence drop versus neutral controls; activity (quench increase), % at 7.58 µM; 0.36% of 350,000 active; AID 720511;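 active means mean added fluorescence quench of at least 8% versus neutral control, with both replicates also reaching 8%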;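 further: cells transiently co-express mutant CFTR-F508del with the halide-sensitive YFP; corrector assay measuring rescue of mutant channel to the surface after 24 h compound exposure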
# INS-1E GSIS act: GLuc luminescence reporter in INS-1E cells, primary screen for activators of glucose-dependent secretion of insulin. 0.61% of 370,000 active. activation, % at 16.6 µM. INS-1E GLuc reporter insulin secretion, 2-3 h;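 active means lowest replicate activation of at least 40%, so every replicate reaches that level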;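 further: 0% = median of neutral control wells and 100% = median of IBMX positive control wells; some compounds called inactive have numbers as strong as hits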
# * hit, by the source's call; . = not tested or not shown; & = joins results of further samples. A portion of the library. The share of hits here may be higher or lower than overall.
SMILES,FN deposition inh,Statin myotox sup,PGC1a acetyl inh,miR122 inh,Cneo AK release,PglD inh,F508del corr,INS-1E GSIS act
Cc1nn(CC(C)C)c(Cl)c1C(=O)NC1CCCCC1,12,-16,.,-1,.,.,1.8,-2
COc1ccc2c(c1OC)C(=O)O[C@H]2[C@@H]1c2cc3c(cc2CCN1C)OCO3,0,2,12,3,1,4,2.9,2
COC(=O)c1ccc(CC(C(=O)c2ccccc2)N(C)C)cc1 (centres undefined),-2,3,-9,-2,-5,7,2.8,1
CSc1nc(Cl)c(Br)c(N2CC2)n1,.,5,-4,-5,3,0,-0.4,8
O=C1CC(N2CC=C(c3ccc(F)cc3)CC2)C(=O)N1c1ccc(F)cc1 (centres undefined),3,.,.,18,-1,2,.,.
O=C(CN1CC(c2ccccc2)CC1=O)Nc1ccc(F)cc1 (centres undefined),8,-4,5,5,3,1,1.9,-7
Cc1nccc2c1[nH]c1ccccc12,-4,-2,.,.,1,-5,0.3,6
CC1([N+](=O)[O-])COP(=O)(Nc2ccc(F)cc2)OC1 (centres undefined),0,.,22,8,.,.,-0.1,-5
COc1ccc(OC)c(CN2CCN(C(=O)Cc3ccccc3)CC2)c1,2,-2,.,.,0,1,-5.5,22
CCCC(=O)C1C(=O)NC(=O)NC1=O,.,15,10,-10,-1,-11,.,.
COc1ccc(-n2c(O)c(C(C)=NCc3ccco3)c(=O)[nH]c2=O)cc1,0,4,2,-14,2,4,.,.
Cc1ccccc1NC1=NCC(C)S1 (centres undefined),.,20,2,9,8,-4,.,.
CN1OC[C@@H]2CN[C@H](c3ccc(Br)cc3)C[C@@H]21,7,-5,1,-1,.,.,0.9,-13
CCN1CCN(C(=O)COc2ccc(S(=O)(=O)N3CCOCC3)cc2C)CC1,6,1,2,1,-1,9,1.6,6
CN(C(=O)Oc1cccc2ccccc12)C1C=CCC1 (centres undefined),3,1,-9,10,6,0,-1.8,.
COC(=O)C1=C(c2ccc(-c3ccccc3)c(F)c2)C[C@@H]2CC[C@H]1N2C(=O)N1CCc2cc(OC)c(OC)cc2C1,-3,16,-18,-14,2,-3,2.2,-6
Cc1nn(-c2ccccc2)c2c1C(c1ccc3c(c1)OCO3)SCC(=O)N2 (centres undefined),.,18,-8,-3,0,2,.,-14
O=C(c1c[nH]cc1-c1ccccc1)c1cccc2ccccc12,10,-10,-14,12,-1,5,.,.
COc1ccc(Oc2cc(NC(=O)c3nn(C)cc3[N+](=O)[O-])cc([N+](=O)[O-])c2)cc1,.,97*,78*,0,0,-1,-5.5,4
CC[C@@H](O)C[C@H]1CCC[C@@]2(C[C@@H]3OC(=O)/C=C/[C@@](C)(O)[C@@H](O)[C@H](C)[C@@H](O)[C@H](OC4CCC(N(C)C)C(C)O4)[C@@H](O)[C@](C)(O)CCCCC/C=C/[C@@H]4CC(C)(C)O[C@@]4(O)C[C@H](O2)[C@H]3C)O1 (some centres undefined),3,.,-2,1,.,.,-0.4,.
O=C(O)c1ccc(-[n+]2c(-c3ccccc3)cc(-c3ccccc3)cc2-c2ccccc2)cc1,-1,7,3,-1,1,-3,2.9,-13
ClCCN(CCCl)c1ccc(C=NNc2ncccn2)cc1,-12,9,2,3,-1,2,1.8,13
O=C(c1cc2cc3ccc(Cl)cc3nc2o1)N1CCC2(CC1)OCCO2,1,-25,2,1,0,4,.,.
CC1CCCCC1NC1CCN(C)CC1 (centres undefined),-6,0,10,2,-2,3,-3.0,19

# Single records, as listed above.
# Entry for COc1ccc(Oc2cc(NC(=O)c3nn(C)cc3[N+](=O)[O-])cc([N+](=O)[O-])c2)cc1 : FN deposition inh = .; Statin myotox sup = 97*; PGC1a acetyl inh = 78*; miR122 inh = 0; Cneo AK release = 0; PglD inh = -1; F508del corr = -5.5; INS-1E GSIS act = 4
# Entry for CN(C(=O)Oc1cccc2ccccc12)C1C=CCC1 (centres undefined) : FN deposition inh = 3; Statin myotox sup = 1; PGC1a acetyl inh = -9; miR122 inh = 10; Cneo AK release = 6; PglD inh = 0; F508del corr = -1.8; INS-1E GSIS act = .
# Entry for COC(=O)C1=C(c2ccc(-c3ccccc3)c(F)c2)C[C@@H]2CC[C@H]1N2C(=O)N1CCc2cc(OC)c(OC)cc2C1 : FN deposition inh = -3; Statin myotox sup = 16; PGC1a acetyl inh = -18; miR122 inh = -14; Cneo AK release = 2; PglD inh = -3; F508del corr = 2.2; INS-1E GSIS act = -6

# The list goes on:
SMILES,FN deposition inh,Statin myotox sup,PGC1a acetyl inh,miR122 inh,Cneo AK release,PglD inh,F508del corr,INS-1E GSIS act
CCCC(C)CC1(CCO)C(=O)NC(=S)NC1=O (centres undefined),-7,1,16,5,2,3,5.2,30
Cc1ccc(C(C)C)c(OCC(=O)N2CCN(Cc3nc4cc([N+](=O)[O-])ccc4n3C)CC2)c1,7,.,-6,.,.,.,-1.7,11
CCC(=O)O[C@@H]1[C@@H](OC(C)=O)[C@@]2(O)C(C[C@H](O)C2(C)C)[C@](C)(O)[C@H]2CC[C@@H]3[C@@H](O)[C@]12C[C@@]3(C)O (some centres undefined),-12,28,.,.,4,8,-0.5,-2
Nc1cc(Cl)cc(C(=O)O)c1Cl,.,0,16,7,1,3,0.1,0
C1=CC(Cc2cncs2)c2ccccc21 (centres undefined),9,-5,-3,-1,0,-3,1.6,-3
C=CCn1c(O)c(C(C)=Nc2ccc3c(c2)CCC3)c(=O)[nH]c1=O,-11,.,3,.,.,.,0.1,8
NCCc1cc(O)c(O)cc1O,-8&-2,8&11,13&2,5&0,1&0,2&-4,0.0&-9.6,.
CC12CN3CN(C1)CC(C)(C3)C2=NO,.,.,5,-1,2,1,.,25
CC1=NOC2(C)Nc3ncnn3C(c3ccccc3)C12 (centres undefined),2,0,6,-2,1,-1,.,.
CS(=O)(=O)c1ccc(C2=C(CNC(=O)c3cccs3)[C@H]3CC[C@@H](C2)N3CCOc2ccccc2)cc1,.,-5,-5,-3,0,-8,-0.8,13
O=c1[nH]c(=O)n(C2CCCCC2)c(O)c1/C=N/N1CCCCC1c1cccnc1 (centres undefined),0,.,6,.,1,3,-0.1,2
CNCCc1c(C)n[nH]c1C,.,.,-8,1,1,17,.,.
O=C(N/N=C/c1c(O)n(-c2ccccc2)c(=O)[nH]c1=O)c1ccncc1,0,.,4,-5,-1,-6,.,-1
O=C(O)c1nn(Cc2ccc(Cl)cc2)c2ccccc12,-10,.,.,.,0,2,-1.1,-14
CCC(=O)c1ccc(OCC(=O)N2CCN(CC(=O)Nc3ccccc3C(F)(F)F)CC2)cc1,-3,5,1,19,1,2,0.3,-12
COc1ccc2[nH]c(C)c(CCNCc3cn(C)c4ccccc34)c2c1,1,-33,-1,.,.,.,6.3,-27
Cc1ccc(CN(Cc2ccccc2)C(=S)NCC(=O)N2CCC3(CC2)OCCO3)o1,-12,.,-7,.,.,.,2.0,-14
CC(=O)c1cn(Cc2ccccc2F)c2ccccc12,1,-1,-37,-9,-3,-1,1.6,6
CCC(=O)c1cn(Cc2ccc(C#N)cc2)c2ccccc12,.,5,-3,3,10,2,.,.
CN1CCN(Cc2cn3cccnc3n2)CC1,-4,.,-15,-3,.,.,1.2,5
O=C1NCN(c2ccccc2)C12CCN(C(c1ccccc1)c1nnnn1-c1ccc3c(c1)OCCO3)CC2 (centres undefined),-6,-4,7,5,0,-5,-1.8,-5
O=C(c1ccc2c(=O)n(Cc3ccc4c(c3)OCO4)c(=S)[nH]c2c1)N1CCC2(CC1)OCCO2,.,.,9,-2,.,.,-1.2,-13
Cc1ccc2c(c1)C1CN(C)CCC1N2C(=O)COc1ccc(S(=O)(=O)N2CCOCC2)cc1 (centres undefined),.,-21,5,0,19,-3,0.4,0
O=C(c1ccc(Cl)cc1)C1CCCN(Cc2ccc3c(c2)OCCO3)C1 (centres undefined),-2,10,-7,-2,1,3,0.0,-8
COC(=O)C1=C(c2ccccc2)C[C@@H]2CC[C@H]1N2C(=O)N1CCC(C)CC1,1,-4,1,4,-3,1,0.7,-5
Cc1cc(C)c(C(=O)N2CCC3(CC2)OCCO3)c(C)c1,-4,-6,7,1,-1,-5,-0.7,-5
COC(=O)C1=C(c2ccc(OC)c(OC)c2)C[C@@H]2CC[C@H]1N2C(=O)NCCOc1ccc(OC)cc1,-6,121*,2,1,0,0,2.1,3
O=C(c1ccccc1F)N1CCC2(CC1)OCCO2,-1,-3,-5,.,1,-2,-0.2,-4
N#CC1(c2ccccc2)CCN(C2CC(=O)N(c3cccc(F)c3)C2=O)CC1 (centres undefined),-3,2,3,-1,-2,-2,-5.7,-13
C[N+]1(C)C2CC[C@H]1CC(OC(=O)C(CO)c1ccccc1)C2 (some centres undefined),-6,-2,2,-7,-1,7,-19,-2
CCOC(=O)c1c(C)n(Cc2ccc3c(c2)OCO3)c2ccc(O)cc12,9,27,.,3,3,8,.,.
Cc1cccc(C)c1-n1nnnc1C(c1cccs1)N1CCC(n2c(=O)[nH]c3ccccc32)CC1 (centres undefined),-9,13,-53,-14,2,3,-3.7,-16
CCCCC(=O)N/N=C/c1c(O)n(CCC2=CCCCC2)c(=O)[nH]c1=O,-8,8,6,3,2,-4,4.1,.
CSc1ccc(C(c2c(O)c3ccccc3oc2=O)c2c(C)n(C)n(-c3ccccc3)c2=O)cc1 (centres undefined),2,-1,-2,14,0,-120,0.7,13
CCOc1cccc(CNC2CN3CCC2CC3)c1 (centres undefined),.,53,-10,-2,1,1,-1.2,-2
CSCCC(c1nnnn1C1CCCC1)N1CCC(n2c(=O)[nH]c3ccccc32)CC1 (centres undefined),-6,0,-21,1,-3,4,1.6,-10
Clc1cccc(Cl)c1CN1CCN(c2ccccc2)CC1,.,-22,4,.,-3,0,.,-7
COC(=O)[C@@H]1[C@@H](CO)[C@@H]2Cn3c(ccc(-c4ccccc4F)c3=O)[C@H]1N2CC1CCCC1,.,20,.,.,-3,3,.,-3
COC12CCC3(CC1C(C)(O)C(C)(C)C)[C@H]1Cc4ccc(O)c5c4[C@@]3(CCN1CC1CC1)C2O5 (some centres undefined),.,11,-45,-9,4,2,-2.9,-9
O=c1ccc2cc(OC3O[C@H](CO)[C@@H](O)[C@H](O)[C@H]3O)c(O)cc2o1 (some centres undefined),-4,-2,.,-1,-2,6,-3.9,.
CCc1nc2ccccc2c(=O)n1-c1ccccc1[N+](=O)[O-],-3,.,2,7,-4,2,.,19
C[C@]12CCC(=O)C=C1CCC1C2CC[C@@]2(C)C1CC[C@]2(C)O (some centres undefined),.,4,-1,-9,-3,3,-3.0,-1
COC(=O)C1=C(c2ccc(Cl)c(C(F)(F)F)c2)C[C@@H]2CC[C@H]1N2C(=O)NCc1cc(C)oc1C(F)(F)F,2,-25,4,-8,1,-1,0.7,-16
C[C@]12CCC3C(CC[C@H]4[C@@H](O)[C@H](O)CC[C@]34C)C1CCC2=O (some centres undefined),6,1,0,-1,0,-2,-1.4,.
Cn1c(O)c(C=NCCN2CCN(C(=O)c3ccccc3)CC2)c(=O)n(C)c1=O,.,.,11,0,2,2,.,.
CCOc1cc2c(cc1OCC)-n1cccc1C(c1ccc(C)cc1C)NC2 (centres undefined),-8,-8,.,.,-12,-1,-1.3,-60
Cn1ncc(Cl)c1C(=O)N1CCC2(CC1)OCCO2,-2,2,5,-1,-2,1,-1.4,18

# Part of the list above, limited to FN deposition inh:
Structure	FN deposition inh
O=c1ccc2cc(OC3O[C@H](CO)[C@@H](O)[C@H](O)[C@H]3O)c(O)cc2o1 (some centres undefined)	-4
CCc1nc2ccccc2c(=O)n1-c1ccccc1[N+](=O)[O-]	-3
